# Screening data as filed in PubChem BioAssay.
# K1F lysis inhibition: protection from phage-mediated lysis, alamar blue read-out – E. coli UTI89, K1F phage, bacterial capsule biogenesis inhibitors (AID 488966) | E. coli UTI89 K1F phage lysis, alamar blue, 2 h; higher % means a stronger effect | inhibition, % at 100 µM; hits with a dose series show IC50 in µM | 340,000 tested, 0.02% active;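 active = phage lysis inhibition, versus mean bacterial control, above a set limit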;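 note: capsule biogenesis inhibitors block K1F phage lysis so surviving cells raise fluorescence; higher fluorescence means more inhibition of phage lysis; actives were called in the ten point dose series up to 300 µM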
# Numbers without * were called inactive; i = inactive; [ ] = remark or other dose. A portion of the library; count on the stated rates, not on these rows.
SMILES	K1F lysis inhibition
COc1ccccc1-c1cc(C(=O)Nc2cccnc2Cl)no1	-0.1%
Cc1ccc(C)c(NC(=O)CN(C)C(=O)c2ccccc2OCc2ccc(Cl)cc2)c1	-1.1%[50 µM]
Cc1nc2nc(C)n(CCN3CCOCC3)c(=O)c2c(-c2cccc([N+](=O)[O-])c2)c1C(=O)CCCCCCCCCCN1CCC(c2ccccc2)(c2ccccc2)CC1	6.7%
CCO[C@@H]1OC(C(N)=O)=C[C@H](C(C)(C)C)[C@H]1CCCO	0.9%
CCN(CC)CCn1c2c(c(SCC(=O)Nc3nc4ccc(C)cc4s3)nc1=O)CCC2	2.2%[50 µM]
CCc1nnc(NC(=O)Cc2ccc(S(=O)(=O)N3CCCCC3)cc2)s1	0.3%[50 µM]
Cc1c(C(=O)N/N=C/c2cccc(O)c2)nnn1-c1nonc1N	0.6%[50 µM]
Cc1ccc(C(=O)C2=C(O)C(=O)N(Cc3cccnc3)C2c2cccc(Oc3ccccc3)c2)o1 (stereo not given)	-0.8%[50 µM]
O=C(NC1CCCc2ccccc21)C1CCCC1 (stereo not given)	0.0%
COc1ccc(-c2noc(=O)n2Cc2ccccc2F)cc1	0.0%
O=C(c1cscn1)N1CCCC(N2CCN(c3ccc(F)cc3)CC2)C1 (stereo not given)	0.0%
O=C(c1cc2cc(Br)ccc2o1)N1CCN(c2ccccc2)CC1	0.0%
CC(C)NC(=O)C(=O)Nc1cc2c3c(c1)C(C)C(=O)N3CCC2 (stereo not given)	0.6%
O=C(CCc1nc2ccccc2c(=O)[nH]1)N1CCN(S(=O)(=O)c2cccc(F)c2)CC1	-0.1%
O=C(COC(=O)c1ccc(O)cc1O)c1ccc2c(c1)OCO2	0.2%
CC(C(=O)Nc1cccc(S(=O)(=O)N2CCOCC2)c1)N1CCN(C)CC1 (stereo not given)	0.2%
COCCCNC(=O)[C@H]1N2C(=O)c3ccccc3C2SC1(C)C (stereo not given in full)	0.2%
Cc1ccc(S(=O)(=O)/N=C(/Nc2nc(C)cs2)c2ccccc2)cc1	0.1%[50 µM]
COc1cccc(CN(C)C(=O)CSCC(=O)Nc2ccc(C)cc2)c1OC	2.3%[50 µM]
CCOc1ccc(CCNC(=O)CSc2n[nH]c(N)n2)cc1OCC	1.8%[50 µM]
Cc1ccc2c(c1)N(CC(=O)NCC(C)c1ccccc1)C(=O)c1cccnc1O2 (stereo not given)	0.5%
Cc1cc(C)c2c(N)c(C(=O)Nc3ccc([N+](=O)[O-])cc3)sc2n1	0.2%
COc1ccccc1NC(=O)C(C)OC(=O)CCCN=C1NS(=O)(=O)c2ccccc21 (stereo not given)	0.3%[50 µM]
CC(=O)Nc1ccc(C(=O)NNC(=O)c2ccc(Cl)cc2)cc1	0.6%

# Filtered by structure, the compounds so far with fluorine.
SMILES	K1F lysis inhibition
COc1ccc(-c2noc(=O)n2Cc2ccccc2F)cc1	0.0%
O=C(c1cscn1)N1CCCC(N2CCN(c3ccc(F)cc3)CC2)C1 (stereo not given)	0.0%
O=C(CCc1nc2ccccc2c(=O)[nH]1)N1CCN(S(=O)(=O)c2cccc(F)c2)CC1	-0.1%

# (continued)
SMILES	K1F lysis inhibition
NC(=O)C1CCN(C(=O)COc2ccc3c(c2)oc(=O)c2ccccc23)CC1	0.8%
Cc1ccc(C(=O)N2CCN(C)CC2)cc1S(=O)(=O)N1CCCCCC1	0.0%
CCOc1ccc(N(C)S(=O)(=O)c2ccc(C)c(C(=O)NCc3cccs3)c2)cc1	-0.5%[50 µM]
Cc1nn(CC(C)C(=O)N2CCN(S(=O)(=O)c3ccc(Cl)cc3)CC2)c(C)c1C (stereo not given)	0.2%
O=S(=O)(c1ccc(F)cc1)N1CCN(c2nc(-c3cccnc3)nc3ccccc23)CC1	-0.3%[50 µM]
CCCC(=O)C1=C(O)C(C(=O)OC)C(C)(C)CC1=NCCc1ccccc1 (stereo not given)	1.1%
O=C(COc1coc(CN2CCN(c3ccccc3)CC2)cc1=O)Nc1ccc(F)cc1	0.9%[50 µM]
O=C(NC1CCCC1)C(c1cccnc1)N(C(=O)c1csnn1)c1ccccc1 (stereo not given)	-0.3%
Cc1ccc(NC(=O)CCC(=O)N2CCC(C)CC2)c([N+](=O)[O-])c1	1.2%[50 µM]
C#CCN(CC=C)C(=O)c1ccc(OC2CCN(S(=O)(=O)N(C)C)CC2)cc1	0.2%
CC(C)(C)OC(=O)C[C@@H]1C/C=C\C[C@H](CC(=O)N(CCO)Cc2ccccc2)C(=O)NC[C@@H](c2ccccc2)OC1=O	-0.2%
Cc1cc(C)cc(N(C(=O)c2ccco2)C(C(=O)NC2CCCC2)c2ccncc2)c1 (stereo not given)	0.1%
CSCCC(NC(=O)c1ccccc1Cl)C(=O)N1CCCCC1 (stereo not given)	0.5%[50 µM]
CCOc1cccc(/C=N/NC(=O)c2cccnc2)c1O	-0.9%
O=C(C1CC=CCC1)N1CCN(S(=O)(=O)c2ccc(F)cc2)CC1 (stereo not given)	0.2%[50 µM]
COc1cccc(-c2sc3ccc(OC)cc3c2C#CCCO)c1	-1.0%

# Three compounds already listed, ordered by count of non-hydrogen atoms, lowest first:
SMILES	K1F lysis inhibition
CSCCC(NC(=O)c1ccccc1Cl)C(=O)N1CCCCC1 (stereo not given)	0.5%[50 µM]
Cc1ccc(NC(=O)CCC(=O)N2CCC(C)CC2)c([N+](=O)[O-])c1	1.2%[50 µM]
Cc1cc(C)cc(N(C(=O)c2ccco2)C(C(=O)NC2CCCC2)c2ccncc2)c1 (stereo not given)	0.1%

# Following part
SMILES	K1F lysis inhibition
COc1ccccc1CCNC(=O)C(=O)Nc1cc2c3c(c1)C(C)C(=O)N3CCC2 (stereo not given)	1.6%[50 µM]
COc1ccc(NC(=O)CSc2nc3[nH]ncc3c(=O)[nH]2)cc1OC	1.4%[50 µM]
CC(C)C[C@@H](CO)N1CCN(CCCc2ccccc2)CCC1=O	0.7%
O=C(Nc1c(C(=O)N2CCOCC2)cnn1-c1ccccc1)c1ccc([N+](=O)[O-])cc1	0.9%[50 µM]
CCc1noc(C)c1C(=O)OCC(=O)c1ccccc1OC	1.1%[50 µM]
CCN(CC)CCCNC(=O)C1CCN(C(=O)c2oc3cc4sc(N(C)C)nc4cc3c2C)CC1	-0.2%
CN1CCN(C(=O)c2cccn(Cc3cccc(Cl)c3)c2=O)CC1	0.8%
Cc1noc(C)c1COc1ccccc1C(=O)NC1CCC(C)CC1 (stereo not given)	0.4%
Cc1ccc(OCc2cc(C(=O)NC(C)Cc3cccnc3)no2)cc1C (stereo not given)	-0.5%
Cc1ccc(-n2nc3c(N4CCC(C(=O)NCCc5ccco5)CC4)nnc(C)c3c2C)cc1	0.2%
COc1cccc(S(=O)(=O)NCc2ccc(C(=O)N3CCN(c4ccccc4OC)CC3)cc2)c1	-0.1%
N#Cc1ccc(Oc2ncccn2)cc1	0.8%
O=C(Nc1cccc(S(=O)(=O)N2CCCC2)c1)c1cc(=O)[nH]c2ccccc12	0.7%[50 µM]
COc1ccc(CC(=O)NCCc2ccc(OC)c(OC)c2)cc1	1.5%[50 µM]
Cc1nn(C)c(C(=O)Nc2c(C)nn(Cc3c(F)c(F)c(F)c(F)c3F)c2C)c1Br	1.3%[50 µM]
CC(C(=O)NCCSCc1cccc(Cl)c1)N(c1ccccc1)S(C)(=O)=O (stereo not given)	0.5%[50 µM]
CCOC(=O)N1CCC(NC(=O)Cc2ccccc2)CC1	-0.8%
Cc1ccc(C(CNC(=O)Nc2ccc(Cl)cc2)N2CCN(C)CC2)cc1 (stereo not given)	0.2%
O=C(Cc1ccc(NC(=O)C2CCCN(C(=O)C3CC3)C2)cc1)Nc1cccc(C(=O)N2CCCC2)c1 (stereo not given)	0.2%
Cc1ccc(Nc2ncnc3c2cnn3C)c(C)c1	-0.7%
Cc1ccc(CC(=O)NCC2CCCCC2)cc1	1.6%
CCC(=O)Nc1nc(C)c(-c2csc(Nc3ccc(C(=O)O)cc3)n2)s1	0.3%
COc1cccc2c1SCc1ccccc1C2CC(N)=O (stereo not given)	-1.1%
CCc1ccc2oc(C(=O)Nc3nonc3C)c(C)c2c1	0.1%

# 6 records drawn at random from the list so far:
SMILES	K1F lysis inhibition
COc1cccc2c1SCc1ccccc1C2CC(N)=O (stereo not given)	-1.1%
Cc1ccc(CC(=O)NCC2CCCCC2)cc1	1.6%
CCc1ccc2oc(C(=O)Nc3nonc3C)c(C)c2c1	0.1%
CCOC(=O)N1CCC(NC(=O)Cc2ccccc2)CC1	-0.8%
CCC(=O)Nc1nc(C)c(-c2csc(Nc3ccc(C(=O)O)cc3)n2)s1	0.3%
O=C(Cc1ccc(NC(=O)C2CCCN(C(=O)C3CC3)C2)cc1)Nc1cccc(C(=O)N2CCCC2)c1 (stereo not given)	0.2%

# (next part)
molecule | K1F lysis inhibition
O=S(=O)(Nc1ccccc1-c1ccccc1)c1ccccc1 | 0.6%
COc1ccc(CN(C)C(=O)c2ccc(OCC(=O)Nc3cccc(C(F)(F)F)c3)c(OC)c2)c(OC)c1 | -1.1%
Cc1nnc(NC(=O)CSc2nccn2Cc2ccc(F)cc2)s1 | 0.3%
Cc1ccc(C(=O)NC(C)c2ccc(-n3ccnc3)cc2)c(C)c1 (stereo not given) | -0.1%
Cn1cc([N+](=O)[O-])c(C(=O)N/N=C/c2ccncc2)n1 | -2.0%[50 µM]
COc1ccc(N2CCN(C(=O)c3cccc(S(=O)(=O)N4CCCc5ccccc54)c3)CC2)cc1 | 0.1%[50 µM]
COc1ccc(Br)cc1CN(C)C(=O)c1ccncc1 | 0.0%
O=[N+]([O-])c1ccc(Oc2cccnc2)c([N+](=O)[O-])c1 | -2.1%
O=C(Nc1cccc(F)c1)N1CCCCCC1 | 0.1%
O=C(OCC1CCC=CO1)C1CCC=CO1 (stereo not given) | i
COc1cccc(NC(=O)N2CCC(NC(=O)c3ccco3)CC2)c1 | 0.5%
COC(=O)CCCC1=CC2=CC(=O)C(C)(OC(=O)c3cccs3)C(=O)C2=CN1c1ccccc1 (stereo not given) | 0.5%
COc1ccc2c(/C=C/c3cc[n+](C)cc3)c[nH]c2c1 | 0.0%
O=C(O)c1ccccc1C(=O)Nn1cnnc1 | -0.2%
O=C(Nc1nccs1)c1ccc(F)c(S(=O)(=O)N2CCOCC2)c1 | -0.3%
Cc1cc(C)c2oc(C(=O)N3CCN(Cc4ccccc4)CC3)cc(=O)c2c1 | 0.1%
COc1cccc(C(=O)Nc2nnc(-c3ccccc3)s2)c1OC | 1.5%
CC1CCN(c2ccc3c(c2)S(=O)(=O)c2cccc(C(=O)NCc4cccc(F)c4)c2C3=O)CC1 | 1.5%
Cc1ccc2c(c1)C(c1ccccc1)N(C(=O)c1c(F)cccc1Cl)CC(=O)N2 (stereo not given) | 0.1%
CC1CC(C)CN(S(=O)(=O)c2ccc3c(c2)CCN3C(=O)C2CC2)C1 (stereo not given) | 0.3%
C[C@H](CO)N1C[C@H](C)[C@@H](CN(C)S(=O)(=O)c2ccccc2)Oc2ccc(NC(=O)C3CCCCC3)cc2C1=O | 1.3%
O=C(COC(=O)C1CCN(c2ccc(C(F)(F)F)cn2)CC1)c1ccc(F)cc1 | 1.1%[50 µM]
CCN1CCN(c2ccc(NC(=O)c3cccc(N4CCCC4=O)c3)cc2)CC1 | 0.1%
O=C(Nc1ccc(S(=O)(=O)N2CCCC2)cc1)c1ccc(Br)o1 | 0.4%
COc1ccccc1C1C(C(=O)c2ccc(C)o2)=C(O)C(=O)N1c1cc(C)on1 (stereo not given) | 0.2%
O=C(OCCN1CCOCC1)c1ccccc1 | -0.2%
Cc1ccc(S(=O)(=O)CCC(=O)Nc2cccc(Cl)c2)cc1 | 0.0%
COc1ccccc1/C=C/C(=O)Nc1cccnc1Cl | 0.2%
O=S(=O)(Nc1ccc(O)c2ccccc12)c1ccc(F)cc1 | 1.1%
C[C@@]12C(=O)N(c3ccc(Cl)cc3)C(=O)N1[C@@H]1c3ccccc3OC[C@@H]1[C@H]2c1ccccc1 | 1.3%
Oc1ccccc1/C=N/n1c(-c2ccccc2)n[nH]c1=S | 0.1%
CN1CCC(=NNC(=O)CN(c2ccc([N+](=O)[O-])cc2)S(=O)(=O)c2ccccc2)CC1 | 0.1%
CCOC(=O)C1(Cc2ccccc2C)CCCN(C(=O)CSC)C1 (stereo not given) | 0.6%
O=C(NC(=S)Nc1ccc(N2CCCC2)cc1)c1ccc(F)cc1 | 0.0%
CCCN(C(=O)COC(=O)CSc1ccc([N+](=O)[O-])cc1)C1CCS(=O)(=O)C1 (stereo not given) | -0.8%[50 µM]
CCc1ccc(S(=O)(=O)n2c(C)nc3ccccc32)cc1 | 0.2%
Cn1c(=O)n(C)c2cc(NS(=O)(=O)c3ccccc3[N+](=O)[O-])ccc21 | 0.1%
COC(=O)N/N=C/c1cn(CCOc2cccc(OC)c2)c2ccccc12 | -0.5%[50 µM]
Cc1ccc([N+](=O)[O-])cc1N=Nc1c(C)[nH]n(C(N)=S)c1=O | -0.1%
Cc1cccc(C(=O)OCC(=O)N2CCN(C(=O)c3ccco3)CC2)c1O | 1.5%
O=[N+]([O-])c1cc(/C=N\Nc2ccccn2)ccc1Cl | 0.3%
COc1cccc(C=NNc2ccc([N+](=O)[O-])cn2)c1OC | 0.2%
Cc1cc(C)n(CCCNC(=O)c2ccc(C)o2)n1 | 0.6%[50 µM]
COC(=O)c1cc(C(=O)OCC(=O)c2ccc3c(c2)NC(=O)CO3)cc([N+](=O)[O-])c1 | 0.7%[50 µM]
COc1ccccc1-n1ccnc(SCC(=O)NC2CCCC2)c1=O | 1.0%[50 µM]
O=C(COC(=O)Cc1ccccc1F)NCc1ccc(Cl)cc1 | -2.2%
Cc1ccccc1C#N | -1.8%
COC(=O)[C@]1(CC(C)C)N[C@H](c2ccc(SC3CCCCC3)cc2)[C@@H]2C(=O)N(C)C(=O)[C@@H]21 | 0.0%
CCOc1cc(/C=C2/C(=N)N3C(=NC2=O)SN=C3S(C)(=O)=O)ccc1OC(=O)c1ccco1 | 0.1%
Cc1cc(NC(=O)c2ccccc2)ccc1NC(=O)c1ccccc1Cl | 11.3%
O=c1[nH]c(C2CCN(S(=O)(=O)c3ccc(F)cc3)CC2)nc2c1nnn2Cc1ccc2c(c1)OCCO2 | -0.1%
